Screening data as filed in PubChem BioAssay.
Growth percent in the NCI-60 one-dose screen (48 h, 10 µM unless noted): 100 = growth as untreated, 0 = no growth, -100 = all killed.
K-562 = K-562 leukemia. hit rate 7.4% among 78,000. AID 1794777
SR = SR leukemia cells; hit rate 8.7% among 73,000
MDA-MB-231 = MDA-MB-231 breast cancer. hit rate 5% among 81,000. AID 1794789
MOLT-4 = MOLT-4 leukemia cells. hit rate 6.9% among 80,000
MDA-MB-435 = MDA-MB-435 melanoma; AID 1794794; hit rate 7.8% among 82,000
RPMI-8226 = RPMI-8226 leukemia cells. hit rate 7.5% among 77,000
MDA-MB-468 = MDA-MB-468 breast cancer. AID 2202374. hit rate 8.5% among 78,000
MCF7 = MCF7 breast cancer; hit rate 6.3% among 82,000; AID 1794796
The depositor's hits bear a star; . = no result given; & = joins results of further samples. The calls were made as follows: active = growth percent below 10; inactive = the rest.

SMILES	K-562	SR	MDA-MB-231	MOLT-4	MDA-MB-435	RPMI-8226	MDA-MB-468	MCF7
FC(F)(F)c1cccc(/C=C/c2nn3c(Cc4ccccc4)nnc3s2)c1	97	93	101	105	104	103	110	31
CNC(=O)C(=O)NC	110	111	109	107	109	99	110	96
COc1cc2c(cc1OC)C(C)=NCC2	115	108	120	111	101	113	107	90
COc1ccc(-c2nc3c(c(-c4ccc(Cl)cc4)nn3-c3ccccc3)c(-c3ccc(OC)cc3)c2C#N)cc1	92	117	107	90	101	102	115	79
Nc1ccc2c(c1)nnn2-c1ccccc1	89	109	105	88	118	.	96	90
CC(O)(Cc1ccccc1)c1ccccc1 (stereo not drawn)	116	103	114	109	100	96	84	95
NC(=O)Nc1ncnc2c1cnn2-c1ccccc1	67	.	45	69	97	65	67	68
O=C1Nc2cc(Cl)ccc2/C1=C/c1ccc(OCC(=O)c2ccccc2)cc1	82	100	96	94	100	93	93	62
Cn1cnc2c1c(=O)n(CCC(=O)Nc1ccc(S(N)(=O)=O)cc1)c(=O)n2C	107	115	102	98	112	107	93	99
CCOC(=O)C12CCCCC1OC(=N)C2 (stereo not drawn)	119	110	113	111	96	108	95	101
C[n+]1cccc(NC(=O)c2ccc3ccc4ccc(C(=O)Nc5ccc[n+](C)c5)nc4c3n2)c1	36	.	33	71	68	62	-16*	54
OCCNC(Cc1ccccc1)c1ccccc1OCCO (stereo not drawn)	100	118	100	99	114	100	92	93
CC(O)CN1CCCCC1 (stereo not drawn)	.	.	105	.	105	113	104	103
COc1cc[n+]([O-])cc1[N+](=O)[O-]	106	91	115	98	123	.	119	100
FCc1nc2nc(Cl)c(Cl)nc2[nH]1	93	96	128	98	107	97	93	97
CCOC(=O)C(c1ccccc1)(c1ccccc1)c1ccccc1	89	92	91	94	103	95	97	93
Cc1cc2c(cc1C)N(C(=O)CCl)CCN2C(=O)CCl	5.4*	-14*	-46*	1.2*	-27*	-42*	-76*	-48*
Cc1ccc(Nc2nc(C)c(C(/C=C/c3ccc4c(c3)OCO4)=N/Nc3ccc([N+](=O)[O-])cc3[N+](=O)[O-])s2)c([N+](=O)[O-])c1	93	84	83	92	111	81	113	87
O=C1c2ccccc2C(=O)N1c1ccc2ccccc2c1	124	114	103	128	101	97	95	99
Cc1ccc2nc(-c3ccc(C(=O)N/N=C/c4ccc([N+](=O)[O-])cc4)cc3)[nH]c2c1	101	92	97	93	102	96	113	88

17 entries already listed, sorted by number of heavy atoms, smallest number first.
SMILES	K-562	SR	MDA-MB-231	MOLT-4	MDA-MB-435	RPMI-8226	MDA-MB-468	MCF7
CNC(=O)C(=O)NC	110	111	109	107	109	99	110	96
CC(O)CN1CCCCC1 (stereo not drawn)	.	.	105	.	105	113	104	103
COc1cc[n+]([O-])cc1[N+](=O)[O-]	106	91	115	98	123	.	119	100
FCc1nc2nc(Cl)c(Cl)nc2[nH]1	93	96	128	98	107	97	93	97
CCOC(=O)C12CCCCC1OC(=N)C2 (stereo not drawn)	119	110	113	111	96	108	95	101
Nc1ccc2c(c1)nnn2-c1ccccc1	89	109	105	88	118	.	96	90
NC(=O)Nc1ncnc2c1cnn2-c1ccccc1	67	.	45	69	97	65	67	68
Cc1cc2c(cc1C)N(C(=O)CCl)CCN2C(=O)CCl	5.4*	-14*	-46*	1.2*	-27*	-42*	-76*	-48*
O=C1c2ccccc2C(=O)N1c1ccc2ccccc2c1	124	114	103	128	101	97	95	99
OCCNC(Cc1ccccc1)c1ccccc1OCCO (stereo not drawn)	100	118	100	99	114	100	92	93
CCOC(=O)C(c1ccccc1)(c1ccccc1)c1ccccc1	89	92	91	94	103	95	97	93
FC(F)(F)c1cccc(/C=C/c2nn3c(Cc4ccccc4)nnc3s2)c1	97	93	101	105	104	103	110	31
Cn1cnc2c1c(=O)n(CCC(=O)Nc1ccc(S(N)(=O)=O)cc1)c(=O)n2C	107	115	102	98	112	107	93	99
Cc1ccc2nc(-c3ccc(C(=O)N/N=C/c4ccc([N+](=O)[O-])cc4)cc3)[nH]c2c1	101	92	97	93	102	96	113	88
C[n+]1cccc(NC(=O)c2ccc3ccc4ccc(C(=O)Nc5ccc[n+](C)c5)nc4c3n2)c1	36	.	33	71	68	62	-16*	54
COc1ccc(-c2nc3c(c(-c4ccc(Cl)cc4)nn3-c3ccccc3)c(-c3ccc(OC)cc3)c2C#N)cc1	92	117	107	90	101	102	115	79
Cc1ccc(Nc2nc(C)c(C(/C=C/c3ccc4c(c3)OCO4)=N/Nc3ccc([N+](=O)[O-])cc3[N+](=O)[O-])s2)c([N+](=O)[O-])c1	93	84	83	92	111	81	113	87

Remaining list, next part.
SMILES	K-562	SR	MDA-MB-231	MOLT-4	MDA-MB-435	RPMI-8226	MDA-MB-468	MCF7
Cc1ccc2c(n1)C(=O)C(Cl)=C(Nc1ccc(C#N)cc1)C2=O	5.7*	15	92	7.6*	99	55	51	19
CC(=O)OC[C@]12CCC(C)(C)C=C1[C@H]1CC[C@@H]3[C@@]4(C)CCCNC(C)(C)[C@@H]4CC[C@@]3(C)[C@]1(C)CC2	14	14	82	39	30	-4.3*	-6.2*	47
COc1cccc(/C=C2\C=C(c3ccccc3)N(Cc3ccccc3)C2=O)c1	36	11	.	59	-32*	.	45	33
COc1ccc(C2CC(c3cc(OC)c(OC)c(OC)c3)=NN2)cc1 (stereo not drawn)	11	-35*	87	73	20	-8.7*	67	10
CC(C)(c1ccc(OCC(O)CNCc2ccco2)cc1)c1ccc(OCC(O)CNCc2ccco2)cc1 (stereo not drawn)	61	32	62	67	89	65	98	85
CC1CCC2(CC1)N=C(N)N=C(N)N2c1ccc(S(=O)(=O)Nc2nccs2)cc1 (stereo not drawn)	107	109	100	101	102	112	101	94
C=CCN(CC=C)CCN1C(=O)c2c(c3c4ccccc4n4c3c3c2c2ccccc2n3C2CC(O)C(O)C4(C)O2)C1=O (stereo not drawn)	61	24	82	27	92	78	81	40
COc1nc2ccc(Br)cc2cc1/C=C/C(=O)c1cc2ccccc2oc1=O	95	95	85	98	98	99	100	93
Cc1ccc(/C=C/C(=O)c2cccc(OCCCOc3cccc(C(=O)/C=C/c4ccc(C)cc4)c3)c2)cc1	53	26	87	85	89	-0.6*	90	2.5*
N#Cc1c(-c2cccc([N+](=O)[O-])c2)cc(-c2ccc3ccccc3c2)nc1N	79	78	.	72	89	65	65	68
CCCc1nc2c([nH]1)c(=O)n(C)c(=O)n2C	118	122	119	115	101	.	108	100
O=C(Nc1cccc(Cl)c1)Nc1nccnc1OCc1ccccc1	80	.	88	79	101	81	68	62
COc1ccc(C(CC(=O)c2ccc(C)cc2)Sc2ccccc2N)cc1 (stereo not drawn)	73&96	62&100	94&94	67&92	107&106	62&56	104&98	75&78
COc1ccc(Cc2nn(CC(=O)N/N=C/c3ccccc3)c(=O)c3c(C)noc23)cc1	106	125	94	110	108	104	90	101
COc1ccc2c(Cl)cc(NC(=O)Nc3c(C)cccc3C)nc2c1	73	63	63	82	83	73	79	76
CCOC(=O)[C@@H](C)N1CC=CCN(OCc2ccccc2)S1(=O)=O	126	105	105	105	107	113	109	.
CC(=O)N1CCN(C(=O)Cn2c(-c3ccccc3)csc2=N)CC1	87	89	95	96	105	97	95	95
O=C(CCSSCCC(=O)ON1C(=O)CCC1=O)ON1C(=O)CCC1=O	102	91	103	101	110	99	100	97
COc1ccc(C=Nc2ccc(NC(C)=O)cc2)cc1OC	114	94	106	103	106	101	101	100
N#CC(c1ccccc1)C1CCCCC1 (stereo not drawn)	88	95	108	94	109	105	103	100
COC(=O)[C@H](Cc1ccc(O)cc1)n1cc(COC(=O)c2cccc3c(=O)c4ccccc4n(Cc4cn([C@@H](Cc5ccc(O)cc5)C(=O)OC)nn4)c23)nn1	113	120	98	121	100	114	90	95
O=C(Oc1ccccc1[N+](=O)[O-])C1CCCN1C(=O)OCc1ccccc1 (stereo not drawn)	95	82	103	84	104	97	97	96
Nc1c(C(=O)Nc2ccncc2)sc2nc3c(cc12)C(=O)CCC3	86	89	105	90	101	90	89	91
N#Cc1c(-c2ccc(Cl)cc2)nc(SCc2ccc(F)cc2)[nH]c1=O	107	108	109	113	104	112	97	93
COc1ccc(Oc2nc(Nc3ccc(N4CCOCC4)cc3)ncc2NC(=O)c2cc(OC)c(OC)c(OC)c2)cc1	80	36	92	68	101	81	90	90
C/C(Cc1ccc(Cl)cc1)=C(\c1ccc(OCCN2CCCCCC2)cc1)c1ccc(OC(=O)c2ccccc2)cc1	1.8*	-14*	40	9.4*	48	-25*	48	9.5*
CCC(=O)OCCOc1ccc(C(C)(C)C)cc1	96	94	104	97	107	100	111	101
NC(=O)Cc1ccc(O)cc1	101	107	104	109	100	98	104	95
CC(=O)OCC(=O)c1ccccc1	96	98	96	104	112	115	105	102
S=c1sc2c(Cl)nc(-c3cccnc3)nc2n1-c1ccccc1	0.9*	-27*	-12*	-41*	41	-3.5*	-34*	3.6*
OC(CNc1ccnc2cc(Cl)ccc12)CNc1ccnc2cc(Cl)ccc12	2.4*	2.5*	-56*	12	-44*	93	-68*	19
C#CC#CC#CC#CC#CC#CC#CC#CCC1OCC(COC(=O)O[C@@H](C(=O)O[C@H]2C[C@@]3(O)[C@@H](OC(=O)c4ccccc4)[C@@H]4[C@]5(OC(C)=O)CO[C@@H]5C[C@H](O)[C@@]4(C)C(=O)[C@H](OC(C)=O)C(=C2C)C3(C)C)[C@@H](NC(=O)c2ccccc2)c2ccccc2)O1 (stereo partly drawn)	13	12	20	21	-73*	7.0*	-22*	16
COc1ccc(CCNC(=O)C(=O)[C@H](Cc2ccccc2)NC(=O)c2oc3cc(OC)ccc3c(=O)c2C)cc1	100	90	100	98	107	103	94	88
O=C(/C=C/c1ccc(Br)cc1)c1cccc(OCCCCOc2cccc(C(=O)/C=C/c3ccc(Br)cc3)c2)c1	100	96	96	119	99	117	.	94
c1ccc(-c2c(-c3ccccc3)[n+](Cc3ccc4ccccc4c3)cn2Cc2ccc3ccccc3c2)cc1	-63*	-74*	-79*	-68*	-91*	-55*	-85*	-84*
CCC[C@@H]1C[C@@H](C(=O)N[C@H]([C@H]2O[C@H](SC)[C@H](O)[C@@H](O)[C@H]2O)[C@H](C)O)N(C)C1	105	.	102	110	104	103	123	93
CC[C@H](C)[C@H](NC(=O)[C@@H](CCSC)NC(=O)[C@@H](CCC(N)=O)NC(=O)CNC(=O)[C@H](CCCCN)NC(=O)[C@H](CC(C)C)NC(=O)[C@@H](CCCNC(=N)N)NC(=O)[C@H](CC(C)C)NC(C)=O)C(=O)N[C@H](Cc1ccc(O)cc1)C(=O)N[C@@H](CC(C)C)C(=O)N[C@H](CCCNC(=N)N)C(=O)N[C@H](CCCNC(=N)N)C(=O)N[C@H](CCCNC(=N)N)C(=O)N[C@H](CCCNC(=N)N)C(=O)N[C@H](CCCNC(=N)N)C(=O)N[C@H](CCCNC(=N)N)C(=O)N[C@H](CCCNC(=N)N)C(=O)N[C@H](CCCNC(=N)N)C(=O)O	100	90	103	99	98	102	87	97
O=C1/C(=C/c2ccc(Cl)c(Cl)c2)CN(C(=O)CCN2CCC(=NO)CC2)C/C1=C\c1ccc(Cl)c(Cl)c1	-27*	-14*	-91*	-22*	-94*	-37*	-72*	-54*
Cc1ccnc(NS(=O)(=O)c2ccc(NC(=O)CSc3nc4ccccc4c(=O)n3-c3ccc(Cl)cc3)cc2)n1	105	92	102	127	101	98	103	93
CN(C)c1oc(/C=C/c2c[nH]c(=O)[nH]c2=O)nc1C#N	103	94	113	106	100	109	100	99

Next part, starting with the last two of the part before.
SMILES	K-562	SR	MDA-MB-231	MOLT-4	MDA-MB-435	RPMI-8226	MDA-MB-468	MCF7
Cc1ccnc(NS(=O)(=O)c2ccc(NC(=O)CSc3nc4ccccc4c(=O)n3-c3ccc(Cl)cc3)cc2)n1	105	92	102	127	101	98	103	93
CN(C)c1oc(/C=C/c2c[nH]c(=O)[nH]c2=O)nc1C#N	103	94	113	106	100	109	100	99
CCOC(=O)C1NC(C(=O)OCC)C(=O)C1=O (stereo not drawn)	92	106	104	84	.	96	97	91
Oc1cccnc1CN1CCOCC1	105&108	103	87&104	107&99	99&109	97&104	102&97	91&95
CCN(CC)CCCCCCCNc1cc(OC)cc2c(C)ccnc12	37	73	54	72	99	69	41	27
COC(=O)C1=Nc2ccc(F)cc2/C1=C\c1sc(=S)n(C(C(=O)O)C(C)CO)c1O (stereo not drawn)	89	71	83	91	96	85	76	69
O=C(CSc1nnc(NC(=O)c2ccc(Cl)cc2)s1)Nc1ccc2oc(=O)ccc2c1	100	91	90	87	104	100	141	87
